CSN inh – inhibitors of CSN-mediated cullin deneddylation, primary screen, biochemical, fluorescence polarization, uHTS; COP9 signalosome complex subunit 5 (Homo sapiens), Q92905; Purified CSN, SCF-Nedd8-OG deneddylation; inhibition, % at 12.5 µM; 0.38% of 360,000 active; AID 651999, 2013;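 active = pattern-corrected inhibition above about 35%, with an unprinted fluorescence ratio check between 0.5 and 1.5, limit read from the data, passing the limit was not always enough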;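 also: 0% = enzyme with substrate and 100% = substrate without enzyme; some results filed as inactive read as strong as hits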
Target sequence (Q92905 whole entry, looked up, one chain of several): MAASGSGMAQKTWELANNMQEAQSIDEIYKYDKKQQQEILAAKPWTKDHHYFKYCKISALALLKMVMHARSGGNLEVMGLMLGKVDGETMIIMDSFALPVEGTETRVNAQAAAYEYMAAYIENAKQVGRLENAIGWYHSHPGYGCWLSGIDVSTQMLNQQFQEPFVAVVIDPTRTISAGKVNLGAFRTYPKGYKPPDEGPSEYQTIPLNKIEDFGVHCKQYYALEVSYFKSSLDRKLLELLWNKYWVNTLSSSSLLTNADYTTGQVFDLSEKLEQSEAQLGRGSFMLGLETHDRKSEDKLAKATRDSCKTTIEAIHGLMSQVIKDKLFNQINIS
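test system = HEK293T-derived human Csn5 enzyme | amount = 0.24 nM Csn5 enzyme, final concentration | medium = Tris/NaCl/DTT buffer, pH 7.5 | schedule = 90 min reaction at room temperature | signal = FP | evaluation = inhibition of Csn5 cleavage, % | compound dosing = single dose of 12.5 µM compound with 0.25% DMSO | probe or stimulus = 10 nM SCFSkp2-Nedd8OG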
MT1-MMP act inh – blockers of MT1-MMP proenzyme processing, primary screen, HT1080 RFP-PRO-GFP cells, GFP/RFP fluorescence. GFP/RFP ratio fluorescence, overnight; percent of plate control window, DMSO zero. GFP/RFP ratio change, % at 20 µM. Matrix metalloproteinase-14 (Homo sapiens), P50281. 0.061% of 360,000 active;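 active = GFP/RFP ratio change of at least 30% with cell ATP level not reduced by more than half and red fluorescence within 50% of control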; also: strong numbers were not always called active
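Assay system: HT1080 RFP-PRO-GFP cells. Benchmarks: DMSO vehicle wells and RFP-L50D-GFP reporter cell wells. Times: overnight cell settling, then overnight compound exposure, 37 °C, 5% CO2. Compound: 20 µM single dose, 1% DMSO. Read-out basis: GFP/RFP fluorescence ratio.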
Rpn11 inh – Rpn11 (PSMD14) deubiquitinase inhibitors, primary screen, biochemical, fluorescence polarization, uHTS | human 26S proteasome, Ub4-pepOG fluorescence polarization; 20S core pre-blocked with epoxomicin | 26S proteasome non-ATPase regulatory subunit 14 (Homo sapiens), O00487 | 0.59% of 360,000 active | calls only at 20 µM;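 active = inhibition at 20 µM, scaled to each plate's controls, above about 33%, limit read from the data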
E coli Lon inh – inhibitors of E. coli Lon protease, primary screen, biochemical, fluorescence polarization. P0A9M0. inhibition, % at 7.94 µM. AID 602123, 2011. 0.42% of 360,000 active. purified E. coli Lon protease; in the data active = inhibition above about 13%, passing the limit was not always enough;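 also: 0% = enzyme with probe and DMSO and 100% = no enzyme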
MsrA inhibitor – bovine MsrA enzyme inhibitors, primary screen, biochemical, absorbance, HTS; Methionine sulfoxide reductase A (Bos taurus); purified bovine MsrA, absorbance read-out; inhibition, % at 15.5 µM; 0.75% of 360,000 active; AID 651718, 2012; in the data active = inhibition above about 4.5%;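 also: 0% = vehicle wells with enzyme and 100% = reference inhibitor wells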
bovine MsrA act – bovine MsrA enzyme activators, primary screen, biochemical, absorbance, HTS | 0.3% of 360,000 active | purified bovine MsrA, absorbance read-out | activation, % at 10.6 µM; in the data active = activation above about 7.5%;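 also: 0% = vehicle and 100% = reference activator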
Rin1-Abl PPI inh – inhibitors of Rin1-Abl protein binding, primary screen, biochemical, TR-FRET | Tyrosine-protein kinase ABL1 (Homo sapiens) + Ras and Rab interactor 1 (Homo sapiens), … | 0.4% of 360,000 active | inhibition, % at 7.35 µM | AID 588664, 2011; in the data active = inhibition above about 5%, passing the limit was not always enough
PABP1 MLLE inh – inhibitors of PABP1 MLLE–PAM2 peptide binding, primary screen, biochemical, fluorescence polarization, FITC-PAM2, GST-MLLE; 0.36% of 360,000 active; inhibition, % at 20 µM; AID 588489, 2011; in the data active = inhibition above about 35%, passing the limit was not always enough;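 also: plate controls were DMSO wells with GST-MLLE for no effect and wells lacking GST-MLLE protein for full effect; some results filed as inactive read as strong as hits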
Target sequence (P11940 whole entry, looked up): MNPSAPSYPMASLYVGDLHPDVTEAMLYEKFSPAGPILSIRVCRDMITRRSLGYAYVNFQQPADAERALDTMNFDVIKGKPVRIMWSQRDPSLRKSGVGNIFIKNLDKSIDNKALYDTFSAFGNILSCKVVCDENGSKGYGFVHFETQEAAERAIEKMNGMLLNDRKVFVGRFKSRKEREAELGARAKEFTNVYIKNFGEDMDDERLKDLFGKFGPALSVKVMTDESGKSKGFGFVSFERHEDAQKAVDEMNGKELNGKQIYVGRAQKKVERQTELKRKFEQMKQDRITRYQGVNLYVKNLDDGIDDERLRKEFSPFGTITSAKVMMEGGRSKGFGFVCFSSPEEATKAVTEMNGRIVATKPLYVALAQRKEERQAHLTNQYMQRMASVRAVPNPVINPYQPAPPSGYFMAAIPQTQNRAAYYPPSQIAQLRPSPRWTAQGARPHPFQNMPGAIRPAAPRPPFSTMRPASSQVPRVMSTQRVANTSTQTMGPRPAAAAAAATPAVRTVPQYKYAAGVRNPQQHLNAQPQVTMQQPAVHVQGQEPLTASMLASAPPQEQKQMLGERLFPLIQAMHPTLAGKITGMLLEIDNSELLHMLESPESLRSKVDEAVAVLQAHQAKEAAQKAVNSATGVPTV
FAS TE block – FAS thioesterase domain inhibitors, primary screen, biochemical, fluorescence intensity, uHTS | AID 602261, 2012 | recombinant FAS-TE, OMFH fluorogenic substrate, fluorescence endpoint | 0.67% of 360,000 active | Fatty acid synthase (Homo sapiens), P49327 | inhibition, % at 15 µM;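 active = compounds whose normalised, plate-corrected inhibition of enzyme fluorescence in the single-dose primary screen is 50% or more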;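 also: 0% = DMSO with enzyme and 100% = substrate without enzyme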
Active calls of the source: *; i = inactive; . = not tested or not shown; + = active, no number.

SMILES | CSN inh | MT1-MMP act inh | Rpn11 inh | E coli Lon inh | MsrA inhibitor | bovine MsrA act | Rin1-Abl PPI inh | PABP1 MLLE inh | FAS TE block
CCOc1ccc(NC(=O)NC2(C(=O)NCc3ccco3)CCCCC2)cc1 | 3 | -1 | i | 5 | 1.5 | -2 | 1 | 4 | -3
Cc1cc(C)nc(Nc2ccc(Br)cc2C(=O)O)n1 | -2 | -2 | i | -8 | 0.6 | -3 | 2 | -2 | -1
CC1CCCCC1NC(=O)CSc1nnc(COc2ccc(Cl)cc2)o1 (configuration not stated) | 1 | 4 | i | 0 | 0.9 | -1 | 0 | -4 | 3
CNC(=O)C(=O)N/N=C/c1ccccn1 | -7 | 1 | i | -5 | 1.4 | 2 | 3 | -3 | -5
CCN(CC)S(=O)(=O)c1ccc2[nH]c(=O)cc(C(=O)NCc3ccccc3)c2c1 | 3 | 2 | i | -5 | 0.2 | -2 | -1 | 4 | -8
COc1ccc2[nH]cc(/C=C/c3cc[n+](C)cc3)c2c1 | 32 | -90 | + | -168 | 0.3 | 3 | -34 | -170 | -6
C=CCNC(=O)CSc1nnc(C(CC)N(C)C)n1C1CCCCC1 (configuration not stated) | 5 | 0 | i | 7 | -0.5 | -1 | 1 | 21 | -6
Cc1cc(C)c(S(=O)(=O)NCc2cn3ccccc3n2)c(C)c1 | -1 | 0 | i | -5 | 0.7 | -11 | 1 | -12 | -4
COc1ccc(/C=C\C(=O)NCC(=O)N/N=C/c2ccc(O)cc2O)cc1 | -2 | 5 | i | -3 | 1.7 | -11 | -7 | 2 | -5
CCNC(=S)NNC(=O)c1ccoc1C | -2 | -1 | i | -1 | -0.9 | -13 | 0 | 3 | -10

Ordered by SMILES length (low to high): 3 of the compounds above
SMILES | CSN inh | MT1-MMP act inh | Rpn11 inh | E coli Lon inh | MsrA inhibitor | bovine MsrA act | Rin1-Abl PPI inh | PABP1 MLLE inh | FAS TE block
CCNC(=S)NNC(=O)c1ccoc1C | -2 | -1 | i | -1 | -0.9 | -13 | 0 | 3 | -10
Cc1cc(C)nc(Nc2ccc(Br)cc2C(=O)O)n1 | -2 | -2 | i | -8 | 0.6 | -3 | 2 | -2 | -1
CCN(CC)S(=O)(=O)c1ccc2[nH]c(=O)cc(C(=O)NCc3ccccc3)c2c1 | 3 | 2 | i | -5 | 0.2 | -2 | -1 | 4 | -8

New compounds follow.
SMILES | CSN inh | MT1-MMP act inh | Rpn11 inh | E coli Lon inh | MsrA inhibitor | bovine MsrA act | Rin1-Abl PPI inh | PABP1 MLLE inh | FAS TE block
CCOC(=O)N1CCN(C(=O)C2COc3ccccc3O2)CC1 (configuration not stated) | -1 | 1 | i | 2 | 0.9 | 0 | 5 | -2 | -8
Cc1nc2ccc(NS(=O)(=O)c3c(F)cc(F)cc3Br)cc2s1 | 4 | -4 | i | -26 | -1.5 | -4 | -2 | -24 | -5
Cc1nn(Cc2ccccc2)c2sc(C(=O)NCc3cccnc3)cc12 | 5 | 4 | i | -2 | -0.2 | -2 | 3 | -5 | -5
C/C(=N\NS(=O)(=O)c1ccccc1)c1ccc2c(c1)OCO2 | 1 | 1 | i | -6 | 0.6 | -1 | -1 | -18 | -3
CCN(CC(=O)Nc1ccccc1C(F)(F)F)C(=O)CSCc1ccc(C)cc1 | -2 | 4 | i | 13 | -0.5 | 0 | 0 | 3 | 3
COc1ccc(NC(=O)COC(=O)Cc2c[nH]c3ccccc23)cc1Cl | 5 | 3 | i | 5 | 0.8 | -6 | 4 | 19 | 11
CN1CCN(S(=O)(=O)c2ccc3c(c2)oc(=O)n3C)CC1 | 11 | -21 | + | -44 | -0.4 | -1 | 0 | 6 | -23
CNC(=O)C(=O)NCCN1CCN(S(=O)(=O)c2ccc3ccccc3c2)CC1 | -1 | 2 | i | 0 | -0.4 | -3 | 0 | -9 | -4
Cc1ccc(NC(=O)c2ccc3c(c2)OCCO3)cc1C | 5 | 4 | i | 7 | -0.6 | -1 | 0 | -4 | 4
CCOc1ccc(-c2nnc(N)s2)cc1 | 1 | 4 | i | -3 | -0.7 | -2 | 0 | -26 | -14

Whole records from above. Order of values: CSN inh | MT1-MMP act inh | Rpn11 inh | E coli Lon inh | MsrA inhibitor | bovine MsrA act | Rin1-Abl PPI inh | PABP1 MLLE inh | FAS TE block
CN1CCN(S(=O)(=O)c2ccc3c(c2)oc(=O)n3C)CC1 as listed: 11 | -21 | + | -44 | -0.4 | -1 | 0 | 6 | -23
CCOc1ccc(-c2nnc(N)s2)cc1 as listed: 1 | 4 | i | -3 | -0.7 | -2 | 0 | -26 | -14
CCOC(=O)N1CCN(C(=O)C2COc3ccccc3O2)CC1 (configuration not stated) as listed: -1 | 1 | i | 2 | 0.9 | 0 | 5 | -2 | -8
C/C(=N\NS(=O)(=O)c1ccccc1)c1ccc2c(c1)OCO2 as listed: 1 | 1 | i | -6 | 0.6 | -1 | -1 | -18 | -3
CCN(CC(=O)Nc1ccccc1C(F)(F)F)C(=O)CSCc1ccc(C)cc1 as listed: -2 | 4 | i | 13 | -0.5 | 0 | 0 | 3 | 3

More compounds:
SMILES | CSN inh | MT1-MMP act inh | Rpn11 inh | E coli Lon inh | MsrA inhibitor | bovine MsrA act | Rin1-Abl PPI inh | PABP1 MLLE inh | FAS TE block
CCn1c2ccccc2c2nnc(SCC(=O)Nc3ccc4c(c3)OCO4)nc21 | 3 | 8 | i | -2 | -0.1 | -3 | -1 | 1 | 5
Cn1c(-c2ccccc2)cnc1SCC(N)=O | 0 | 2 | i | 5 | 1.2 | -1 | 3 | 5 | -6
Cc1cc(C)c(S(=O)(=O)NC2CC(C)(C)NC(C)(C)C2)cc1C | 1 | 1 | i | -7 | -0.1 | -1 | 0 | 2 | -3
Cc1cc(SCC(=O)c2ccccc2)nc(SCC(=O)c2ccccc2)n1 | 1 | 2 | i | 2 | 0.3 | -3 | -2 | 12 | 25
O=C(c1ccc(Cl)c([N+](=O)[O-])c1)N1CCCc2ccccc21 | -3 | -2 | i | 12 | 1.4 | 0 | 3 | 4 | 15
COCCNC(=O)C(c1ccc(C)o1)N(Cc1cccs1)C(=O)c1snc(C(N)=O)c1N (configuration not stated) | 5 | 3 | i | 1 | -0.3 | 0 | 0 | 23 | -3
Nc1c(/C=C2/C=CC(=O)C(O)=C2)c(=O)nc2sc(CC(=O)N3CCCCC3)nn12 | 83 | -60 | . | -18 | 1.4 | -5 | 2 | -50 | -3
C/C(N)=C(/C#N)C(=O)CSc1nc2cc(Cl)ccc2s1 | 2 | -7 | i | -3 | -0.2 | -3 | 4 | -81 | 12
CC(=O)Nc1oc(-c2cccc3ccccc23)nc1C#N | 5 | 4 | i | -8 | 0.9 | -6 | -2 | 0 | -4
Cc1nc2ccc(-c3ccccc3)cc2o1 | -5 | 3 | i | 9 | 0.8 | -6 | 0 | -103 | -1
COc1ccc(S(=O)(=O)Nc2cccc(S(=O)(=O)N3CCCCCC3)c2)cc1 | 9 | . | i | 0 | 0.2 | -1 | -3 | -2 | 6
Cc1cccc(C)c1NC(=O)N1CCN(C2CCCCC2)CC1 | -1 | 1 | i | -2 | 0.5 | 7 | -2 | 14 | -2
Cc1ccc(CC(=O)Nc2ccc(F)c([N+](=O)[O-])c2)cc1C | -1 | 2 | i | -4 | -1.1 | 1 | 3 | -8 | 40
COc1ccc(Cc2c(-c3cccc(Cl)c3)nc3c(C)cc(Br)cn23)c(C)c1 | 4 | 1 | i | -9 | 1.1 | -6 | 0 | -53 | -3
O=S(=O)(c1ccccc1Cl)N1CCCC(c2nc(-c3cccnc3)no2)C1 (configuration not stated) | -3 | 3 | i | 1 | -1.1 | -8 | 1 | 4 | -1
CCOc1ccccc1NC(=S)N1CCN(c2ccc(O)cc2)CC1 | -1 | -4 | i | -1 | -0.5 | -2 | -2 | -65 | -7
Brc1cccc(-c2nnc3sc(CNCc4ccco4)cn23)c1 | 4 | 4 | i | -1 | 0.7 | -9 | 0 | -68 | -3
CC(C)CNC(=O)C(=O)NCC1OCCCN1S(=O)(=O)c1ccc2c(c1)OCCO2 (configuration not stated) | -1 | 0 | i | -3 | -0.1 | 0 | -1 | -2 | 0
FC(F)(F)c1nnc2sc(-c3cccs3)nn12 | -2 | -2 | i | -6 | -0.2 | -2 | -2 | -5 | -6
Cc1ccc(S(=O)(=O)N2CCCCC2)cc1NC(=O)CSc1nnc(N)s1 | -1 | -2 | i | -3 | 0.4 | -3 | 1 | -37 | -11

An excerpt from above with just MsrA inhibitor.
canonical_smiles | MsrA inhibitor
Cn1c(-c2ccccc2)cnc1SCC(N)=O | 1.2
COc1ccc(S(=O)(=O)Nc2cccc(S(=O)(=O)N3CCCCCC3)c2)cc1 | 0.2

Continuation.
SMILES | CSN inh | MT1-MMP act inh | Rpn11 inh | E coli Lon inh | MsrA inhibitor | bovine MsrA act | Rin1-Abl PPI inh | PABP1 MLLE inh | FAS TE block
O=C1/C(=C/c2ccccc2)SC(=S)N1C1CCS(=O)(=O)C1 (configuration not stated) | 3 | 3 | i | 1 | -0.3 | 3 | 3 | 28 | 6
COc1cc(OC)cc(C2=Cc3ccccc3C(CC(C)=O)N2c2ccc(C#CC3(O)CCCCC3)cc2)c1 (configuration not stated) | 1 | -15 | . | -1 | 1.3 | 0 | . | . | 15
CN(C(=O)c1cccc(NC(=O)Cc2cccc(NC(=O)C3CCCN(C(=O)C4CCCC4)C3)c2)c1)C1CC1 (configuration not stated) | 1 | 3 | i | 3 | 1.3 | 0 | -4 | -11 | -6
COc1ccc(C)cc1Nc1ncnc2c1nnn2Cc1ccccc1Cl | -3 | 1 | i | 3 | 1.2 | -3 | -2 | -6 | 18
O=C(NNC(=O)c1sccc1-n1cccc1)Nc1ccc(F)cc1 | 5 | 5 | i | -1 | 0.9 | -3 | 3 | -17 | -4
FC(F)(F)c1ccc(Cl)c(-n2c(-c3cc(-c4ccco4)[nH]n3)n[nH]c2=S)c1 | 26 | 3 | i | -6 | 0.6 | 1 | -1 | -54 | 0
COc1ccc(Nc2ncnc3c2oc2ccccc23)cc1 | 1 | 1 | i | 3 | 1.8 | -1 | -1 | -1 | -2
CCOC(=O)C1CCN(C(=O)CSc2n[nH]c(=O)[nH]c2=O)CC1 | -5 | 2 | i | 1 | 0.5 | -1 | 3 | 0 | -5
O=C(CSc1nnnn1-c1ccccc1F)NNC(=O)c1ccco1 | 1 | 2 | i | 2 | -0.3 | -5 | 1 | -10 | -11
O=C(O)c1cccc2c1-c1ccc(Cl)cc1C2 | 4 | 2 | i | -4 | -0.1 | -3 | -4 | 4 | -8

Screening data deposited in PubChem by several laboratories.
